LYP inh 2 = inhibitors of human LYP (PTPN22) phosphatase. Q9Y2R2. actives 0.21% (n = 96,000). AID 640. inhibition, % at 2 µM. recombinant LYP catalytic domain, DiFMUP fluorescence;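 active = inhibition at 2 µM at or above a set limit, the screen mean plus 3 SD, cut at about 24% in these data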;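 note: 0% = DMSO with enzyme and 100% = enzyme fully blocked by orthovanadate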
PTPN22 act = activators of human LYP (PTPN22) phosphatase. Q9Y2R2. recombinant LYP, DiFMUP fluorescence; 0 = plate median, 100 = signal doubled. activation, % at 2 µM. actives 0.11% (n = 96,000);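 active = activation at 2 µM above a set limit, the mean plus 5 SD, cut at about 37% in these data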
Rev-RRE block = disrupts HIV-1 Rev binding to RRE RNA | P05866 | Rev peptide-RRE RNA binding, FRET | inhibition, % at 8 µM | actives 0.79% (n = 97,000) | AID 704;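 active = inhibition above the screen-wide mean plus 3 SD, cut at about 35% in these data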;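 note: 0% = median DMSO wells and 100% = median Neomycin B control wells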
Target sequence (P05866 whole entry, looked up): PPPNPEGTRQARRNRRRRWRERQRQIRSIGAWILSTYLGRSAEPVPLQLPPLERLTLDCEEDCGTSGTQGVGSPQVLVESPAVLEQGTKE
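Test system: labelled RRE RNA duplex and labelled Rev peptide. Times: 5 min compound–RNA preincubation, then 15 min with peptide, 25 °C. Doses: single-dose 8 µM. Measured by: FRET, excitation 480 nm, emission 540 nm donor and 671 nm acceptor. Measure: % inhibition of FRET ratio versus controls.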
S1P2 ag = agonists of human S1P2 receptor | S1P2-expressing cell line, agonist reporter read-out | actives 0.46% (n = 97,000) | O95136 | activation, % at 4.5 µM; in the data active = activation above about 16%;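 note: 0% = vehicle low control and 100% = maximal reference agonist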
Target sequence (O95136 whole entry, looked up): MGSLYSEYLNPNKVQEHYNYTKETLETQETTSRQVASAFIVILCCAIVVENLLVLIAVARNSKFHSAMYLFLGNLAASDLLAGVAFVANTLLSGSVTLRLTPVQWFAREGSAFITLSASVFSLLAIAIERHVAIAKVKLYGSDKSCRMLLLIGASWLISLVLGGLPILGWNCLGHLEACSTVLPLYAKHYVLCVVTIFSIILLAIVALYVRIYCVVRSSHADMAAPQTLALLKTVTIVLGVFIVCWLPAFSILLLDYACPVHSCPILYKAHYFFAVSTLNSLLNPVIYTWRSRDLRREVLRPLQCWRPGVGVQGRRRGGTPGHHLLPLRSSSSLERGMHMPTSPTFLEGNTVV
EphB4 ephrin blk = blocks human EphB4 binding to ephrin-B2; P54760; EphB4 LBD / TNYL-RAW-Alexa532 peptide, fluorescence polarization; inhibition, % at 7 µM; actives 0.15% (n = 97,000); AID 720;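 active = inhibition above the screen-wide mean inhibition plus 3 SD, cut at about 15% in these data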;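 note: 0% = DMSO wells and 100% = excess unlabeled TNYL-RAW peptide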
FAK blocker = blocks human focal adhesion kinase activity; Q05397; biochemical FAK kinase activity assay; inhibition, %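 (tested at 7 µM)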; actives 0.84% (n = 97,000); AID 727; in the data active = inhibition above about 19%;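 note: 0% = DMSO and 100% = reference compound high control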
PostGolgi ctrl = growth of the yeast control strain, post-Golgi counter-screen. AID 738. inhibition, % at 10 µM. actives 5% (n = 98,000). efflux-deficient yeast background strain, growth absorbance A615, 16 h
S1P2 blocker = antagonists of human S1P2 receptor. actives 0.21% (n = 97,000). O95136. cell-based S1P2 antagonist assay, inhibition at 5 uM. inhibition, % at 5 µM. AID 736; in the data active = inhibition above about 45%;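 note: CRE beta-lactamase reporter cells expressing human S1P2 stimulated with S1P; 0% = agonist at EC80 alone and 100% = agonist plus reference antagonist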
PostGolgi yeast = growth inhibition of a yeast mutant, post-Golgi transport screen. post-Golgi transport phenotypic cell assay. inhibition, % at 10 µM. actives 0.9% (n = 98,000);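 note: yeast cells grown in 1536-well plates; yeast grown about 18 h at 30C before absorbance read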
* hit, by the source's call; x = not tested or not shown. Cut-off read from the data, not from the text of the source, unless noted: active = inhibition above about 30%; inactive = the rest.

Value order – LYP inh 2, PTPN22 act, Rev-RRE block, S1P2 ag, EphB4 ephrin blk, FAK blocker, PostGolgi ctrl, S1P2 blocker, PostGolgi yeast
1. O=C(c1ccc(S(=O)(=O)N2CCOCC2)cc1)N1CCN(c2ccccc2F)CC1
    1, -2, 5, 1, -1, 0, -1, -6, 25
2. O=C1c2ccccc2C(Nc2ccc(S(=O)(=O)N3CCOCC3)cc2)N1c1ccccn1 (stereo not drawn)
    -4, 4, 8, -3, -5, 1, 9, -23, -3
3. COCCN(CCOC)Cc1c(C)[nH]c2ccccc2c1=O
    0, 4, 9, -10, -5, 1, -6, 9, 1
4. CCCNC(=S)NC1CCCC1
    8, -8, 7, -1, 2, -2, -6, -11, 12
5. COc1ccc2nc(SCC(=O)Nc3cc(C)on3)[nH]c2c1
    -10, 10, 3, 0, -2, -1, 21, -11, 37*
6. CN(C)c1nc(-c2ccccc2)nnc1C(F)(F)F
    0, 2, -5, -3, -6, 0, 12, -18, 4
7. Cc1noc(/C=C/N(C)C)c1S(=O)(=O)NC1CCCCC1
    -10, 7, 2, -2, 4, 0, 25, 6, 0
8. OC(CN=c1sc2ccccc2n1CC(O)COc1ccccc1)COc1ccccc1 (stereo not drawn)
    -7, 8, -3, -3, -7, 1, x, -7, x
9. COC(=O)CNC(=O)c1ccc(C)s1
    6, -3, 2, -2, -1, -2, 13, -26, 0
10. O=C(c1cccc(N2CCCC2=O)c1)N1CCOCC1
    6, -6, 7, -2, 6, 1, 2, 3, 25

Other compounds.
Value order – LYP inh 2, PTPN22 act, Rev-RRE block, S1P2 ag, EphB4 ephrin blk, FAK blocker, PostGolgi ctrl, S1P2 blocker, PostGolgi yeast
11. CC(=O)Nc1sc2c(c1C(c1ccccc1)N1CCOCC1)CCCC2 (stereo not drawn)
    8, -7, 3, -3, 1, -1, 25, -13, 9
12. Cc1c(C(=O)OC(C)C)nnn1-c1nonc1N
    -5, 2, 2, -4, -2, -2, x, -2, x
13. N#CC(C(=O)OC1CCCCC1)c1nc2ccccc2nc1N1CCCCC1 (stereo not drawn)
    -4, 3, 16, -8, 4, -2, 12, 0, 7
14. CCCc1nc2ccccc2[nH]1
    3, -2, 11, -8, 3, -1, -2, 9, 0
15. CC(C(=O)O)n1nc2ccccc2n1 (stereo not drawn)
    -6, 5, 2, 0, -1, -4, -9, 5, 10
16. Cc1ccc(C(C(=O)NC2CCCCC2)N(C(=O)c2csnn2)C2CCCC2)o1 (stereo not drawn)
    0, 2, -2, -4, -9, 0, 8, -1, -1
17. O=C(Nc1ccc2c(c1)OCCO2)C1CCCN1S(=O)(=O)c1ccc(Cl)cc1 (stereo not drawn)
    8, -8, 5, -4, -4, -1, -7, 8, 0
18. CC1CCC2(CC1)NC(=O)c1ccccc1O2 (stereo not drawn)
    8, -8, 0, -7, 2, 1, 13, 22, 16
19. C/C(=N\S(=O)(=O)c1ccc(C)cc1)N1CCN(S(=O)(=O)c2ccccc2)C1
    -16, 13, 3, -6, -10, -1, 31*, 5, 2
20. Cc1cccc(C)c1NC(=O)C1(NC(=O)C2CCCN2C(=O)OC(C)(C)C)CCCCC1 (stereo not drawn)
    1, -4, 2, -4, 4, 6, 7, 6, -1

(list continues)
Value order – LYP inh 2, PTPN22 act, Rev-RRE block, S1P2 ag, EphB4 ephrin blk, FAK blocker, PostGolgi ctrl, S1P2 blocker, PostGolgi yeast
21. Cc1ccc(-c2nc3ccc(C(=O)O)cc3nc2-c2ccc(C)cc2)cc1
    0, 2, 1, -5, -8, 2, 17, 7, -4
22. COCCCNC(=O)C1CC(=O)N(Cc2ccc(OC)cc2)C1 (stereo not drawn)
    -23, 22, 1, -4, 4, -2, 0, 16, 8
23. O=C(CSc1nnc(Cc2cc(=O)[nH]c(=O)[nH]2)n1-c1ccc(F)cc1)N1CCCCC1
    -13, 10, 9, -7, -1, 0, 3, 10, 2
24. CCOCCCNC(=O)CS(=O)(=O)Cc1nc(-c2cccc(OC)c2)oc1C
    -3, 7, -6, -7, -3, -13, -1, -2, -3
25. Cc1cccc(NC(=O)c2cc3ccccc3o2)c1
    0, -4, 0, -3, -2, 1, 5, 6, -4
26. Cc1coc2c1c(C)cc1oc(=O)c(Cc3ccccc3)c(C)c12
    4, -3, 13, -7, 5, 1, 4, 7, 0
27. C=CCN1C(=O)S/C(=C/c2ccsc2)C1=O
    -39, 29, 3, 0, 4, -1, x, -21, x
28. CCOC(=O)N1CCN(C(=O)c2cc3c(ccc4ccccc43)oc2=O)CC1
    2, -4, 5, -5, 3, 4, 4, 11, 4
29. COc1ccc(OC)c(NC(=O)Cn2cc(C(=O)c3ccco3)c3ccccc32)c1
    8, -10, 7, -3, 3, 4, 11, 6, 5
30. COc1cc(OC)nc(NC(=O)CSc2nc3ccccc3o2)n1
    2, 1, 5, -4, -7, 0, -4, -8, -1

Brought forward from above: 3 entries; new compounds follow.
Value order – LYP inh 2, PTPN22 act, Rev-RRE block, S1P2 ag, EphB4 ephrin blk, FAK blocker, PostGolgi ctrl, S1P2 blocker, PostGolgi yeast
28. CCOC(=O)N1CCN(C(=O)c2cc3c(ccc4ccccc43)oc2=O)CC1
    2, -4, 5, -5, 3, 4, 4, 11, 4
29. COc1ccc(OC)c(NC(=O)Cn2cc(C(=O)c3ccco3)c3ccccc32)c1
    8, -10, 7, -3, 3, 4, 11, 6, 5
30. COc1cc(OC)nc(NC(=O)CSc2nc3ccccc3o2)n1
    2, 1, 5, -4, -7, 0, -4, -8, -1
31. N/C(=N\OC(=O)c1ccc(Cl)cc1)c1cccnc1
    -6, 6, 3, 0, 0, -2, 10, -6, -3
32. Cc1cc(NC(=O)CCC(=O)N(CCC(C)C)C(C(=O)NC2CCCC2)c2cccnc2)no1 (stereo not drawn)
    -4, 1, 2, -1, 6, 4, -5, 18, -3
33. NC(=O)CCS(=O)(=O)c1ccccc1
    -1, 2, 6, -10, 5, -2, 6, 4, 10
34. Cc1ccc(NC(=S)C2=C(O)c3sccc3N(C)S2(=O)=O)cc1
    0, 2, -1, -2, -4, -3, 6, 2, -5
35. O=C(CSc1ccc(/C=N/NC(=O)c2cccc(F)c2)o1)Nc1ccccc1
    3, 3, -2, -7, -10, 3, 7, 12, -3
36. CC1CCN(C(=O)CSc2nncn2C)CC1
    0, 4, 0, -5, -3, -1, 18, -1, -1
37. C=CCOc1c(CNc2cccc(C(=O)O)c2)cccc1OCC
    5, -1, 2, -2, 6, -3, 2, -22, -1
38. CCOC(=O)CN(C(=O)CSc1nnc2c(n1)[nH]c1c(C)cc(C)cc12)c1ccccc1
    -7, 6, 0, -1, 8, 3, 2, -9, -7
39. Cc1ccc(C(=O)Oc2ccc(C(=O)COC(=O)c3cnccn3)cc2)cc1
    13, -13, 2, -5, 0, 1, 12, 2, -5
40. N#Cc1nc(-c2ccco2)oc1N1CCOCC1
    -8, 5, 1, -3, -12, -3, -1, -16, 12

Results in FAK blocker, S1P2 blocker and LYP inh 2 (six entries from above):
cpd	smiles	FAK blocker	S1P2 blocker	LYP inh 2
3	COCCN(CCOC)Cc1c(C)[nH]c2ccccc2c1=O	1	9	0
4	CCCNC(=S)NC1CCCC1	-2	-11	8
5	COc1ccc2nc(SCC(=O)Nc3cc(C)on3)[nH]c2c1	-1	-11	-10
6	CN(C)c1nc(-c2ccccc2)nnc1C(F)(F)F	0	-18	0
7	Cc1noc(/C=C/N(C)C)c1S(=O)(=O)NC1CCCCC1	0	6	-10
8	OC(CN=c1sc2ccccc2n1CC(O)COc1ccccc1)COc1ccccc1 (stereo not drawn)	1	-7	-7

The results go on.
Value order – LYP inh 2, PTPN22 act, Rev-RRE block, S1P2 ag, EphB4 ephrin blk, FAK blocker, PostGolgi ctrl, S1P2 blocker, PostGolgi yeast
41. O=C(Nc1ccccc1SCC1CSc2nc3ccccc3c(=O)n21)c1ccccc1 (stereo not drawn)
    -3, 7, 0, -2, 4, 12, -2, 10, 9
42. O=C(Cn1nnc(-c2ccccc2-n2cnnn2)n1)NCc1ccccc1
    0, -2, 3, -6, -6, 0, -1, 11, -6
43. Cc1noc(C)c1CSCC(=O)N1CCN(c2ccc(F)cc2)CC1
    -12, 10, -9, -4, -8, 0, 11, -7, -4
44. CC[n+]1c(/C=C/Nc2ccccc2)sc2ccccc21
    -1, 3, 1, -10, 1, -3, 16, 14, 2
45. CC(SC1CCCC1)C(=O)NC(C)(C#N)C(C)C (stereo not drawn)
    0, 0, 3, -1, -3, -1, 31*, 14, 19
46. COC(=O)c1cn(-c2ccccc2)nc1-c1ccncc1
    -6, 3, 3, -9, 0, 5, -2, 11, -4
47. CCOC(=O)N1CCN(c2c(NCCCN3CCCC(C)C3)c(=O)c2=O)CC1 (stereo not drawn)
    -4, 2, 1, -3, -5, -4, 0, -16, 7
48. Cc1ccc(Nc2nc(-c3sc(NC(=O)c4ccc([N+](=O)[O-])cc4)nc3C)cs2)cc1
    -2, 5, 1, -7, 2, 8, 17, 8, -4
49. CCCCCCSC1=C(C#N)C(c2ccc(O)cc2)CC(=O)N1 (stereo not drawn)
    0, 1, 12, -5, 2, -1, 21, 21, 3
50. O=C(COC(=O)C1CC1)NCc1ccccc1Cl
    -1, 0, 12, -3, 4, -1, 11, -8, 0

The list goes on:
Value order – LYP inh 2, PTPN22 act, Rev-RRE block, S1P2 ag, EphB4 ephrin blk, FAK blocker, PostGolgi ctrl, S1P2 blocker, PostGolgi yeast
51. O=c1cc(O)c2c(=O)n(C3CCCCC3)c3ccccc3c2o1
    8, -10, 19, -9, 1, 2, 4, 4, 12
52. COC(=O)c1sc(S(=O)(=O)N2CCC(C(N)=O)CC2)c(C(=O)OC)c1C
    -1, 4, 12, -6, 4, -2, 7, -6, 19
53. Cc1ccccc1NC(=O)COC(=O)CN1C(=O)NC(C)(C)C1=O
    0, 2, 11, -6, 0, -1, 4, -8, 2
54. CCn1c(=S)[nH]c2cc(S(=O)(=O)N3CCCCC3)ccc21
    -5, 3, 1, -3, 1, 1, 15, 10, -3
55. O=S(=O)(c1ccc(-c2csc(-c3cccnc3)n2)cc1)N1CCCC1
    6, -8, 4, 1, -2, 3, 19, -20, 13
56. NS(=O)(=O)c1ccc(NCc2cc(Cl)ccc2OCc2ccccc2F)cc1
    -8, 10, 11, -3, -1, 0, 39*, -21, 2
57. Cn1c(=O)[nH]c(=O)c2c1nc(N1CCCCCC1)n2CCSc1nc2ccccc2[nH]1
    -10, 7, 2, -5, 4, -3, 1, -1, 5
58. COC(=O)CSC1=C(C#N)C(c2cccc(OC)c2)CC(=O)N1 (stereo not drawn)
    -3, 1, 5, -1, 3, -4, 4, -1, 4
59. Cc1nc(-c2ccccc2)nc2[nH]c(=O)n(-c3ccccc3)c(=O)c12
    4, -5, 7, -2, -7, 5, 4, -34, -2
60. Cc1ccc(-c2cc(-c3nnc(SCC(=O)N(C)CCC#N)n3N)c3ccccc3n2)cc1
    1, -4, 2, -4, 2, 5, 5, 20, -5
61. CCCS(=O)(=O)c1nc(S(=O)(=O)c2ccc(C)cc2)c(NCCCN2CCOCC2)s1
    1, -2, 7, -2, -3, -3, -1, 9, -2
62. Cn1c(=O)c2c(-c3ccccc3F)c3c(nc2n(C)c1=O)-c1ccccc1C3O (stereo not drawn)
    0, 1, 4, -2, 0, 0, x, 12, x

Screening results (PubChem BioAssay)
